miR-122 sensor = miR-122 inhibition in Huh7 cells. Huh7 miR-122 Renilla luciferase sensor, 48 h; neutral wells = 0, positive control = 100. AID 602342. activation (reporter increase), % at 12.5 µM. 0.3% of 340,000 active;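 active = mean replicate activation score at least 90 and every replicate individually at or above 90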;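 note: higher luciferase means less miR-122 activity so hits act as miR-122 inhibitors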
F508del corr = correctors of CFTR F508del function in bronchial epithelial cells; CFBE cells, YFP halide quenching; stimulated with forskolin plus potentiator P3; % fluorescence drop versus neutral controls; activity (quench increase), % at 7.58 µM; 0.36% of 350,000 active;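 active = mean added fluorescence quench of at least 8% versus neutral control, with both replicates also reaching 8%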;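 note: cells transiently co-express mutant CFTR-F508del with the halide-sensitive YFP; corrector assay measuring rescue of mutant channel to the surface after 24 h compound exposure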
ERp5 block = ERp5 (human) disulfide isomerase inhibition. ERp5 insulin aggregation, absorbance 650 nm, 90 min. Q15084. inhibition, % at 9.99 µM. 0.05% of 350,000 active;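 active = mean replicate inhibition above about 25%, with every replicate also reaching it, limit read from the data, passing the limit was not always enough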
Target sequence (Q15084 whole entry, looked up): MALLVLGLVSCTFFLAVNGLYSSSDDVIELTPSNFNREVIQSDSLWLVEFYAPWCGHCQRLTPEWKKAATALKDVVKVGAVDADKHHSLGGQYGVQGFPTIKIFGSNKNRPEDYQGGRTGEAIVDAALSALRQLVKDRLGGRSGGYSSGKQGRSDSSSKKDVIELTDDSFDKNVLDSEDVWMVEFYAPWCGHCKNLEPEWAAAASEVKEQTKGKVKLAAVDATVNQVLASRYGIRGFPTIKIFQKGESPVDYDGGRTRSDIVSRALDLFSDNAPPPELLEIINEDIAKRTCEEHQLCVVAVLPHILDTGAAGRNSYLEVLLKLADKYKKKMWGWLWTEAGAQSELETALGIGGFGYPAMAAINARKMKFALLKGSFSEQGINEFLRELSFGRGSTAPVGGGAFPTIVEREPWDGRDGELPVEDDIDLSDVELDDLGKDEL
An asterisk follows results filed as active; · = no result given. A portion of the library. The share of hits here may be higher or lower than overall.

SMILES	miR-122 sensor	F508del corr	ERp5 block
CCOc1ccc2[nH]c(=O)c(CN(Cc3ccc(C)cc3)C(=O)N3CCCC3)cc2c1	3	·	·
CC(C)(C)NC(=O)CSc1nc2ccccc2n1-c1ccccc1	0	·	·
Cc1cc(C)c(C(=O)c2ccc(C(=O)NC(C)(C)C)cc2)c(C)c1	3	·	·
CCc1ccc(OCc2nnc(SCC(=O)N3CCN(c4ccccc4)CC3)o2)cc1	-1	·	·
COc1ccccc1N1CCN(C(=O)C(Cc2ccccc2)NC(=O)C2CCCCC2)CC1 (configuration not stated)	6	·	·
Cn1nnnc1SCC(=O)NCCCc1ccccc1	0	·	·
CCOC(=O)N1CCN(CC(=O)Nc2ccc(Oc3ccccc3)cc2)CC1	-1	·	·
CCOC(=O)c1ccc(NC(=O)CCS(=O)(=O)c2ccc(Br)s2)cc1	-7	·	·
COc1ccccc1NC(=O)C1=C(C)Nc2nnnn2C1c1cccc(Br)c1 (configuration not stated)	2	·	·
Cc1cc(C)cc(-n2nnc(C(=O)NCc3ccccc3)c2N)c1	-3	·	·
COc1ccccc1NC(=O)c1ccccc1SC	3	·	·
O=C(CSc1nc2ccc(NC(=O)CSc3nnnn3Cc3ccccc3)cc2s1)Nc1ccccc1	1	·	·
CC(C)CC(c1nnnn1Cc1ccco1)N1CCN(C2CCCC2)CC1 (configuration not stated)	4	·	·
O=C(c1cc2nc(-c3ccc(F)cc3)cc(C(F)(F)F)n2n1)N1CCOCC1	2	·	·
CC(C)(C)NC(=O)CSc1ccc(C(C)(C)C)cc1	-2	·	·
Cc1ccc2ncc(NC(=O)c3ccc(F)cc3)c(=O)n2c1	-2	·	·
CCC(=O)Nc1ccc(C(=O)n2ccc(C)n2)cc1	0	·	·
Cc1cc(C)nc(NC(=O)NS(=O)(=O)Nc2ccc(Br)cn2)n1	-2	·	·
CCOc1ccc(N2C(=O)CN=C2Nc2ccccc2Cl)cc1	-4	·	·
COc1ccc(CC(=S)N2CCOCC2)cc1OC	-3	·	·
COc1ccc(N2C(=O)CC(N3CCN(c4ccc(C(=O)c5cccnc5)cc4)CC3)C2=O)cc1 (configuration not stated)	-4	·	·
CCCOc1ccc(N2C(=O)CC(NCc3ccncc3)C2=O)cc1 (configuration not stated)	-5	·	·
O=C(CCCc1ccccc1)NCCN1CCOCC1	4	·	·
CCCOC(=O)C1[C@H]2C(=O)N(C(C)c3ccc(OC)cc3)C[C@]23C=C[C@H]1O3 (some centres not stated)	3	·	·
O=c1cc(CN2CCN(CCO)CC2)c2cc3c(cc2o1)CCC3	-5	·	·
Later entries.
SMILES	miR-122 sensor	F508del corr	ERp5 block
O=C(O)C(Cc1ccccc1)NS(=O)(=O)c1ccc2c(c1)OCCO2 (configuration not stated)	3	·	·
CCOC(=O)c1nn(-c2ccccc2C)c2nc(-c3ccc(Cl)cc3)c(C#N)c(=O)n12	29	·	·
O=C(NCC1COc2ccccc2O1)C1C2C=CC3(CN(Cc4cccs4)C(=O)C13)O2 (configuration not stated)	-1	·	·
Cc1ccc2nc(SCC(=O)Nc3ccc4c(c3)OCCO4)[nH]c2c1	4	·	·
CCC(CC)NC(=O)c1n[nH]c(=O)c2ccccc12	0	·	·
O=C(Cc1ccc(-n2c(=O)[nH]c3ccsc3c2=O)cc1)N1CCN(c2ccc(Cl)cc2)CC1	-17	·	·
COc1ccc(F)cc1S(=O)(=O)NC1CC(C)(C)NC(C)(C)C1	1	·	·
O=C(CSc1nnc(-c2ccc(S(=O)(=O)N3CCCC3)cc2)o1)NCc1ccccc1	4	·	·
Cn1cc(Cl)c(C(=O)OCC(=O)Nc2nc(-c3ccc(Br)cc3)cs2)n1	-5	·	·
CC(NC(=O)Cc1c(F)cccc1Cl)C1CCCO1 (configuration not stated)	35	·	·
CCn1c(SCC(=O)Nc2ccc(S(=O)(=O)Nc3onc(C)c3C)cc2)nnc1-c1ccccc1	-7	·	·
O=C(NCc1ccco1)C1CCCN1C(=O)NCc1ccccc1 (configuration not stated)	-2	·	·
COCCCNC(=S)NNC(=O)c1cccnc1	2	·	·
CCOC(=O)C1CCN(C(C)=C2C(=O)c3ccccc3C2=O)CC1	5	·	·
CN(C)CCCNC(=O)C1CCNCC1	-1	·	·
CSC1=NSC2=NC(=O)/C(=C\c3cccs3)C(=N)N12	1	·	·
COc1ccc(N2CCN(C(=O)c3ccc(NS(=O)(=O)c4ccccc4)cc3)CC2)cc1	15	·	·
CCOC(=O)N1CCN(C(=O)C2CCCCC2)CC1	1	·	·
CCc1ccc(Nc2oc(C)cc(=O)c2C(C)=O)cc1	-1	·	·
CCOc1ccc(C2NC(=O)C(C#N)=C(S)N2c2ccc(C)cc2)cc1OC (configuration not stated)	-1	·	·
O=C(CSc1nnc(-c2ccccc2Cl)o1)Nc1ccc2c(c1)OCCO2	-14	·	·
COC(=O)c1sccc1NC(=O)CSc1nnnn1-c1ccccc1F	-4	·	·
Cn1ncc(Cl)c1C(=O)Nc1cccnc1	1	·	·
NC(=O)c1cc(Br)cc2c3c([nH]c12)CCCC3	12	·	·
CCOc1cc2c3c(c1)C1(Nc4ccccc4S1)C(=O)N3C(C)(C)CC2C (configuration not stated)	3	·	·

An excerpt from above in order of molecular weight, ascending:
SMILES	miR-122 sensor	F508del corr	ERp5 block
CCOc1cc2c3c(c1)C1(Nc4ccccc4S1)C(=O)N3C(C)(C)CC2C (configuration not stated)	3	·	·
COC(=O)c1sccc1NC(=O)CSc1nnnn1-c1ccccc1F	-4	·	·
CCOc1ccc(C2NC(=O)C(C#N)=C(S)N2c2ccc(C)cc2)cc1OC (configuration not stated)	-1	·	·
O=C(CSc1nnc(-c2ccc(S(=O)(=O)N3CCCC3)cc2)o1)NCc1ccccc1	4	·	·

Carrying on.
SMILES	miR-122 sensor	F508del corr	ERp5 block
O=C(Cn1c(=O)[nH]c2ccsc2c1=O)NC1CCCCC1	1	·	·
Cc1cccc(NC(=O)c2cccc(N3C(=O)C4C5CCC(C5)C4C3=O)c2)c1C (configuration not stated)	19	·	·
COc1ccc(C2CC(c3ccccc3)=NN2C(=O)c2ccc(Cl)c([N+](=O)[O-])c2)cc1 (configuration not stated)	-6	·	·
C/C=C/Cn1c(N2CCCCCC2)nc2c1c(=O)[nH]c(=O)n2C	-4	·	·
Cc1cc(NC(=O)CSc2nc(CCC3CCCC3)nc3ccccc23)no1	-9	·	·
CC(=O)c1ccc(OCCCC(=O)OCc2nnc(-c3ccc(Cl)cc3)o2)cc1	-6	·	·
O=C(NNS(=O)(=O)c1ccc(Cl)cc1)c1cnn(-c2ccccc2)c1-n1cccc1	5	·	·
CN(C)CC(=O)Nc1nc(-c2ccccc2)cs1	4	·	·
Cc1ccc(/C=C/C2=NN(Cc3ccccc3)C(=O)CC2)cc1	11	·	·
Cc1ccccc1C(=O)Nc1cccc(NC(=S)NC(=O)c2cccs2)c1	-1	·	·
O=C(CN1CCN(c2ccc(F)cc2)CC1)Nc1cc(C(F)(F)F)ccc1Cl	9	·	·
CCOc1cc(S(=O)(=O)n2c(C)nc3ccccc32)ccc1F	-6	·	·
COc1ccc(C2C(C(=O)c3sc(C)nc3C)=C(O)C(=O)N2CCN(C)C)cc1OC (configuration not stated)	-3	·	·
COC(=O)/C=C1\S/C(=N/N=C/c2ccccc2)NC1=O	-14	·	·
CCN(CC)CCCn1c(C)cc2c(c1=O)C(c1ccc(OC)c(OC)c1OC)C(C#N)=C(N)O2 (configuration not stated)	-5	·	·
Cc1cccc(NC(=O)CCN2C(=O)c3ccccc3S2(=O)=O)c1C	-2	·	·
O=C(Nc1nnc(C2CC2)s1)c1ccc(S(=O)(=O)c2ccccc2)cc1	7	·	·
COc1cccc(NC(=O)N2CCCC2C(=O)NCC(C)C)c1 (configuration not stated)	4	·	·
CCc1c(C)c2cc(Cl)c(O)c(CN3CCCCC3)c2oc1=O	-10	·	·
Cc1ccc(C(=O)COC(=O)CNS(=O)(=O)c2ccccc2)cc1[N+](=O)[O-]	-3	·	·
COc1ccc(N2C(=O)C3CCCN3C2c2cccc(C)c2)cc1Cl (configuration not stated)	1	·	·
O=C(/C=C/c1cccs1)Nc1ccc(N2CCOCC2)c(S(=O)(=O)Nc2ccccc2Cl)c1	74	·	·
CC(C)N=C1SCC(C)(/C=N/O)S1 (configuration not stated)	1	·	·
CC1Cc2ccccc2N1c1ncnc2c1nnn2Cc1ccccc1 (configuration not stated)	0	·	·
CCSc1nnc(NC(=O)c2csc3c2CCC(C)C3)s1 (configuration not stated)	-1	·	·

Molecules from the list above with bromine, in the order listed:
SMILES	miR-122 sensor	F508del corr	ERp5 block
CCOC(=O)c1ccc(NC(=O)CCS(=O)(=O)c2ccc(Br)s2)cc1	-7	·	·
COc1ccccc1NC(=O)C1=C(C)Nc2nnnn2C1c1cccc(Br)c1 (configuration not stated)	2	·	·
Cc1cc(C)nc(NC(=O)NS(=O)(=O)Nc2ccc(Br)cn2)n1	-2	·	·
Cn1cc(Cl)c(C(=O)OCC(=O)Nc2nc(-c3ccc(Br)cc3)cs2)n1	-5	·	·
NC(=O)c1cc(Br)cc2c3c([nH]c12)CCCC3	12	·	·

Looked up above.
CC(=O)c1ccc(OCCCC(=O)OCc2nnc(-c3ccc(Cl)cc3)o2)cc1 – miR-122 sensor: -6
Cc1cccc(NC(=O)c2cccc(N3C(=O)C4C5CCC(C5)C4C3=O)c2)c1C (configuration not stated) – miR-122 sensor: 19

The results go on.
SMILES	miR-122 sensor	F508del corr	ERp5 block
CCSc1nnc2c(Cl)cc(Cl)cn12	-5	·	·
CC(=O)c1cccc(NC(=S)NC(=O)CC(C)(C)C)c1	-6	·	·
Cc1cc(C)c(S(=O)(=O)N2CCN(C)CC2)c(C)c1	2	·	·
Cc1nnc(SCC(=O)Nc2nc3c(s2)CC(C)CC3)s1 (configuration not stated)	3	·	·
c1ccc2ncccc2c1	-11	·	·
CCCCOc1cccc(C(=O)NNC(=S)NC2CCCCC2)c1	47	·	·
N#CC1=C(N)Oc2cc(O)ccc2C1c1cccs1 (configuration not stated)	1	·	·
CCCCC(CC)C(=O)Nc1ccc(Nc2ccccc2)cc1 (configuration not stated)	16	·	·
O=C(CNS(=O)(=O)c1ccccc1)OCC(=O)c1ccc(OC(=O)c2ccccc2)cc1	-2	·	·
COc1cccc(N2CCN(C3OC(=O)c4ccccc43)CC2)c1 (configuration not stated)	-7	·	·
CCOC(=O)N1CCN(S(=O)(=O)c2cccc3nonc23)CC1	-5	·	·
CCCCC(=O)NC(NC(=O)CCCC)c1ccc(OCC(C)C)c(OC)c1	8	·	·
COc1ccc(NC(=O)CSc2nnc(-c3cccnc3)n2Cc2ccco2)c(OC)c1	-2	·	·
Cn1nnnc1SCC(=O)N1CCN(C(c2ccccc2)c2ccccc2)CC1	1	·	·
CCCS(=O)(=O)N1CCCC(C(=O)N2CCN(c3ccccn3)CC2)C1 (configuration not stated)	4	·	·
Cc1cc(C)c(C(=O)c2ccc(C(=O)N(C(C)C)C(C)C)cc2)c(C)c1	0	·	·
CCCC(=O)NC(=S)N1CCN(c2ccc([N+](=O)[O-])cc2)CC1	-3	·	·
O=C(NCC1CCCCC1)[C@@H]1[C@@H](CO)[C@@H]2Cn3c(cccc3=O)[C@H]1N2C(=O)c1cccnc1	·	·	0
C[C@H]1CN([C@@H](C)CO)C(=O)c2cc(-c3ccc(C#N)cc3)cnc2O[C@H]1CN(C)Cc1cncnc1	·	1.0	·
